ROC1-CUL1 inh – inhibitors of human ROC1-CUL1 ubiquitin ligase activity; P62877+Q13616; in vitro K48 di-Ub FRET, acceptor:donor ratio, 45 min; inhibition, % at 10 µM; 0.6% of 140,000 active; in the data active means inhibition above about 25%
Target sequence (P62877 whole entry, looked up): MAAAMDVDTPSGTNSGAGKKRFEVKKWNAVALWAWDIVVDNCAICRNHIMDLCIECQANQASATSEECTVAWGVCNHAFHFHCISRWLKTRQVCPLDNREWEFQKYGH
Target sequence (Q13616 whole entry, looked up): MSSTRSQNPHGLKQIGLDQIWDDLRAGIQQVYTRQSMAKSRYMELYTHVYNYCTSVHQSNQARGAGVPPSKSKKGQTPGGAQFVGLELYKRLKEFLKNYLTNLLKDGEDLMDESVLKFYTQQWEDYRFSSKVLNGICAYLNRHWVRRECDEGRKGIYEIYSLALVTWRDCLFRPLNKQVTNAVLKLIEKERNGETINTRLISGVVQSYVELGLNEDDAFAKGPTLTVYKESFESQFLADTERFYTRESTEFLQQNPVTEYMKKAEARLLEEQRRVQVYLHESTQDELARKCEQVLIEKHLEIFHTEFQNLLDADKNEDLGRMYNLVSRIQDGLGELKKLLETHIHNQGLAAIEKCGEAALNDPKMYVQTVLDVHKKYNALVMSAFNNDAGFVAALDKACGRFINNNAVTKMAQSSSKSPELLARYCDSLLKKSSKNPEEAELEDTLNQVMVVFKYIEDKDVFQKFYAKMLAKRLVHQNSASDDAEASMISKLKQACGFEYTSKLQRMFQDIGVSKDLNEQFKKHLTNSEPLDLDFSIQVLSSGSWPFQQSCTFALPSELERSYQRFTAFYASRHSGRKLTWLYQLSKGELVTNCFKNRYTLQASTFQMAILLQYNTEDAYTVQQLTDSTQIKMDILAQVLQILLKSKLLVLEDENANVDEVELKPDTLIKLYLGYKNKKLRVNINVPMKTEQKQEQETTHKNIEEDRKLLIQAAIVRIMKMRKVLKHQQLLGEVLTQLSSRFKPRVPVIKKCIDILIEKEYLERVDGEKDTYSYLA
An asterisk follows results filed as active; & = joins results of further samples. This is a subset (hit frequency here may not be typical).

SMILES	ROC1-CUL1 inh
COc1cccc([C@@H]2[C@H]3CN(C)CC=C3C(C#N)C(=N)C2(C#N)C#N)c1OC (stereo partly specified)	3
Cc1cc(C)n(C(=O)C2C3C=CC(C3)C2C(=O)O)n1 (stereo unspecified)	-4
CCCOc1ccc(C2C(C(=O)c3cccs3)C(=O)C(=O)N2CCCN2CCOCC2)cc1 (stereo unspecified)	0
CCOC(=O)c1c(C)[nH]c(C)c1S(=O)(=O)N1CCC(C(=O)NCc2ccccc2)CC1	-14
Cc1ccc(CCNC(=O)c2ccc(CS(=O)(=O)c3ccc(Br)cc3)o2)cc1	-7
COc1cc(Cn2c(=O)oc3ccc(C)cc32)ccc1OC(C)C	-2
CCCCOc1ccc(NC(=O)c2cc3c(n(-c4ccc(Cl)cc4)c2=O)CCCC3=O)cc1	-8
COc1ccc(-c2n[nH]c3c2CN(C(=O)CC2CCCCN2C)CC3)cc1 (stereo unspecified)	2
COc1ccc(CC(OC)C(O)c2ccccc2)c(OCc2ccccc2)c1 (stereo unspecified)	0
O=C(OCn1nnc2ccccc2c1=O)c1ccc(Br)o1	1
CCOC(=O)C1CCCN(S(=O)(=O)c2cc(Br)cc3c2N(C(=O)CC)CC3)C1 (stereo unspecified)	-4
Cc1ccn2c(Nc3ccc4c(c3)OCO4)c(-c3ccc(O)cc3)nc2c1	1

Quoted at random: 3 compounds from above.
SMILES	ROC1-CUL1 inh
COc1ccc(CC(OC)C(O)c2ccccc2)c(OCc2ccccc2)c1 (stereo unspecified)	0
COc1cc(Cn2c(=O)oc3ccc(C)cc32)ccc1OC(C)C	-2
CCOC(=O)c1c(C)[nH]c(C)c1S(=O)(=O)N1CCC(C(=O)NCc2ccccc2)CC1	-14

Next section.
SMILES	ROC1-CUL1 inh
Cc1cc(-c2cnnc(NCCCc3cccnc3)n2)c(C)o1	3
CCOC(=O)c1cc(-c2ccc(C)cc2)n(CCC(=O)NCCc2ccc(C)cc2)c1C	-8
CC(=O)Nc1cccc(C(=O)N2CCOC(CCc3ccccc3)C2)c1 (stereo unspecified)	3
Cc1cccc(C(=O)Oc2ccccc2OC(=O)c2cccc(C)c2)c1	2
Cc1c(CC(=O)N2CCOCC2)c2c(n1Cc1ccccc1)CCCC2=O	6
O=[N+]([O-])c1cc(-c2ccncn2)sc1[N+](=O)[O-]	41*
CC1Cc2cc(C(=O)C3C(=O)C(=O)N(CC4CCCO4)C3c3cccs3)ccc2O1 (stereo unspecified)	4
Cc1ccc(N(Cc2cccs2)C(=O)c2ccc(OC(C)C)cc2)cc1	-3
CCCCCOC(=O)CCCCCN1C(=O)C2C3c4ccccc4C(c4ccccc43)C2C1=O (stereo unspecified)	6
S=c1[nH]nc(SCc2cccc(Cl)c2)s1	5
COc1ccc(-c2cn3c(C(=O)NCC(F)(F)F)csc3n2)cc1F	7
CCCCOc1ccc(Cc2c(Cl)nc(SC)nc2NC)cc1	-2
CC1=Nc2cc(C(=O)NC(C)C)ccc2Sc2ccc(C)cc21	1
O=C(Cc1ccsc1)NC1CCCc2nc(-c3cccnc3)ncc21 (stereo unspecified)	0
COc1ccc(-c2cc(-c3ccccc3)nc3sc(C(N)=O)c(N)c23)cc1	-12
CCOc1ccc(CNC(=O)CS(=O)(=O)c2cccc3nsnc23)cc1	2
CC(C)N1C(=O)C(C=Nc2ccc(Cl)c(Cl)c2Cl)C(=O)N(CCc2ccccc2)C1=O (stereo unspecified)	10
CC(CN1CCN(C)CC1)OC(=O)c1ccccc1 (stereo unspecified)	-4
O=S(c1ccccc1)c1nnc(-c2ccccc2)s1 (stereo unspecified)	-4
Cc1cc(Br)cc(C)c1NC(=O)c1cnc2ccccn2c1=O	-5
COc1cc(C)c(S(=O)(=O)N2CCN(c3cc(C)ccc3C)CC2)cc1C	1
Cc1cccc(CSCCNC(=O)CN(c2ccccc2)S(=O)(=O)N(C)C)c1	-5
CC(C)CN1CCN(Cc2ccc(O)c(Cl)c2)CC1CCO (stereo unspecified)	-7
COc1ccc(-c2cc(C(=O)Oc3ccc(C)cc3)c3ccccc3n2)cc1	2
Cc1cc(C)c2c(NC(=O)CN3CCCCC3)c(C)sc2n1	-7
CCCCc1nn2c(=O)cc(COC(=O)c3ccccc3NC(=O)C3CCCCC3)nc2s1	-8
O=C(NCCSc1ccccc1)c1ccc(C(=O)NCCSc2ccccc2)nc1	-9
CC1(C)N=C(c2ccc(F)cc2)C(=O)N1CC(=O)Nc1ccccc1Cl	-12
Cc1c(Cl)c(-c2n[nH]c(=S)n2-c2ccc(F)cc2)nn1C	-8
CCOc1cc(C2C(C(=O)OCC(C)C)=C(C)N=C3SCCC(=O)N32)ccc1OC(C)=O (stereo unspecified)	2
c1ccc(Cc2nnc3sc(C4CC4)nn23)cc1	5
Cc1cc(Cl)ccc1NC(=O)c1cc2ccccn2n1	10
CCn1ccnc1CN1CCCC1C(=O)Nc1ccc(-n2ccnc2C)cc1 (stereo unspecified)	0
O=S1(=O)c2ccccc2NC(c2cccc(Cl)c2Cl)N1Cc1ccccc1 (stereo unspecified)	5
COc1ccc(NC(=O)CC2C(=O)N(c3ccc(OC)cc3)C(=O)N2CCC2=CCCCC2)cc1 (stereo unspecified)	-2
COc1ccc(/C=N/NC(=O)c2cc(-c3ccccc3)n[nH]2)cc1	2
Cc1ccc2nc(N3CCN(c4ccccc4F)CC3)c3nnnn3c2c1	3
Cc1ccc(-n2nc(CO)c(C(=O)NCc3cccs3)n2)cc1C	2
CCCCn1nnc(NC(=O)c2ccc(C)cc2)n1	-4
COC(=O)c1ccccc1NC(=O)c1nn(C)c2c1COc1ccccc1-2	-2
COc1ccc(C)cc1N(CC(=O)Nc1ccc(C(C)C)cc1)S(C)(=O)=O	3
O=C(O)c1ccc2c(c1)C(Cl)Cc1ccccc1S2 (stereo unspecified)	1
COc1ccc(NC(=O)[C@@H](c2ccccc2)N2Cc3ccccc3C2=O)cc1OC	-2
CCOC(=O)c1c(NC(=O)c2ccc(C(=O)c3ccccc3)cc2)sc2c1CCCC2	-9
CC1=NN(c2ccc(C)cc2)C(O)C1 (stereo unspecified)	75*
CCC1CCCCN1C(=O)c1cc2c(=O)n3cc(C)ccc3nc2n1C (stereo unspecified)	5
CCn1c(SCc2nc(-c3ccc(Cl)cc3)no2)nnc1-c1ccco1	7
O=C1O[C@@H]2CN(S(=O)(=O)N3CCCC3)C[C@@H]2N1Cc1ccccn1	-8
COC(=O)c1cc2sc(C)cc2n1CC(=O)Nc1ccc(C)cc1Cl	-6
O=C(O)c1ccc(CSc2nnnn2-c2ccc(F)cc2)cc1	-5
Cc1ccc(C)c(Cn2c(=O)n(-c3ccc(F)cc3)c(=O)c3sc4ccccc4c32)c1	1
Cc1cccc(C)c1Oc1ncccc1CNC(=O)C1CCN(C)C1 (stereo unspecified)	-3
CC1CCCCN1C(=O)c1cc(-c2ccccc2)on1 (stereo unspecified)	4
Cn1cc(CN2CCC(CCC(=O)NCc3ccc(F)cc3)CC2)cn1	-1
CC(C)CC(C)NC(=O)c1ccco1 (stereo unspecified)	7
CCOC(=O)C1=C(c2ccccc2)N=c2s/c(=C\c3ccccc3OCC)c(=O)n2C1c1cccc(OC)c1 (stereo unspecified)	-1
O=C(NCC(c1cccs1)S(=O)(=O)c1ccccc1)c1ccc(C(F)(F)F)cc1 (stereo unspecified)	-6
COc1cc(CC2(CCC(=O)N(C)CCc3ccc(OC)c(OC)c3)CCC(=O)N2)ccc1F (stereo unspecified)	12
CC(=O)N1CCC2(CC1)OC(=O)C(C)=C2C(=O)NCc1ccccc1Cl	6
CCc1ccc(NC(=O)Cn2c(=O)oc3cc(S(=O)(=O)N4CCCCCC4)ccc32)cc1	4
The list continues.
SMILES	ROC1-CUL1 inh
Cc1ccc(CCNC(=O)CCCn2c(=O)c3ccccc3n(Cc3ccccc3C#N)c2=O)cc1	2
COc1cc(CNc2ccc(S(N)(=O)=O)cc2)ccc1OCc1ccc(Cl)cc1Cl	5
Cn1c(-c2ccccc2Cl)nn(CN2CCCC2)c1=S	4
Cc1ccc(OCC(=O)Nc2cc3nn(-c4ccccc4)nc3cc2Cl)cc1	7
CCOc1ccc(-c2cccc(NS(=O)(=O)c3ccccc3C(F)(F)F)c2)nn1	-6
O=C(Nc1ccc(Br)cn1)c1cc2nc(-c3ccc(Br)cc3)cc(C(F)(F)F)n2n1	1
Cc1cc2c(cc1S(=O)(=O)CCC(=O)NCCc1ccccc1)OCC(=O)N2	6
Cc1ccc(Cl)cc1N1CCN(C(=O)CN(c2ccc(Br)cc2)S(C)(=O)=O)CC1	1
C#CCOc1ccc(/C=C2N=C(/C=C/c3ccccc3)OC/2=O)cc1OC	7
Cc1ccc(OCC(=O)NCC(c2ccc(Cl)cc2)N2CCOCC2)cc1C (stereo unspecified)	11
Cc1nn(C)c(-c2n[nH]c(=S)n2C)c1Cl	-10
C=CCn1c(SCC(=O)Nc2cccc3ccccc23)nc2scc(-c3cccs3)c2c1=O	-2
O=C(CCc1cnccn1)N1CCCC(CCc2cccc(C(F)(F)F)c2)C1 (stereo unspecified)	-3
COc1ccc(C(=O)N(Cc2cc(OC)c(OC)c(OC)c2)CC2CCCO2)cc1 (stereo unspecified)	3
COc1cc(NC(C)CCCN)c2ncccc2c1Oc1cccc(Cl)c1 (stereo unspecified)	0
O=C(Oc1ccccc1)/C(=C\c1nc2ccccc2n1Cc1ccc(Br)cc1)c1ccccc1	-4
CCC(C)n1c(C)c(C)n2c3c(=O)n(CCCO)c(=O)n(C)c3nc12 (stereo unspecified)	1
COc1cccc(C(=O)CC2(O)C(=O)N(Cc3ccccc3)c3ccccc32)c1 (stereo unspecified)	-5
CCCc1nc2ccccc2n1CC(=O)O	1
O=C(/C=C/c1ccco1)N1CCCC(CO)(CCc2ccccc2)C1 (stereo unspecified)	-7
CCCSc1nnc2c(n1)OC(c1cccc(Cl)c1)N(C(C)=O)c1ccccc1-2 (stereo unspecified)	0
c1ccc(-c2n[nH]c3c2CN(Cc2ccoc2)CC3)cc1	-18
NCc1cc(=O)[nH]c(-c2ccsc2)n1	5
Fc1ccc(C2=NC(c3cccc(C(F)(F)F)c3)=Nc3ccccc3N2)cc1	-8
Cc1cc(C)n(CCCNC(=O)C2CCCN(C3CCN(C)CC3)C2)n1 (stereo unspecified)	1
CCCCn1cnc2cc(NCc3ccc(OCC)cc3)ccc21	-1
CCn1nnnc1-c1ccc(OC)c(S(=O)(=O)Nc2ccc(OC)cc2)c1	2
CC1CCc2nc(NC(=O)c3ccc(F)cc3)sc2C1 (stereo unspecified)	-3
C=CCN(CC=C)C(=O)CC1(c2ccccc2OC)CC(=O)N(CCCOC)C1=O (stereo unspecified)	9
O=C1CCCCCCCN1Cc1ccccc1	-5
Cc1cc(C(=O)Nc2sc(C(C)C)cc2C(N)=O)no1	7
O=c1c2c3c(sc2n(Cc2ccccc2F)c(=O)n1-c1ccc(Cl)cc1)CCCC3	3
COc1cccc(C2c3c(n[nH]c3-c3ccc(Cl)c(Cl)c3)OC(=N)C2C#N)c1OC (stereo unspecified)	9
COC(=O)c1c(NC(=O)c2cc(OC)c(OC)c(OC)c2Br)sc2c1CCC(C)C2 (stereo unspecified)	14&-4
COc1ccc(-n2c(SCc3nc(-c4ccc(Cl)cc4)no3)nnc2-c2ccncc2)cc1	-6
CCNC(=O)C1CCCN(c2nnc(C)c3c(C)n(-c4ccc(C)cc4)nc23)C1 (stereo unspecified)	10
Cc1cc(=O)n(CC(=O)N2CCCc3ccccc32)c2c1c(C)nn2-c1cccc(F)c1	-2
COc1ccc2c(c1)c(=O)c(S(=O)(=O)c1ccc(C)cc1)cn2Cc1ccccc1C	8
Cc1ncsc1CCC(=O)N1CCCC(Nc2ccc3c(c2)OCCO3)C1 (stereo unspecified)	9
COc1ccc(OCC(=O)Oc2cc(C)ccc2C)cc1	1
Cc1ccc(Nc2ncnc(N)n2)c(C)c1	11
CC(=C/c1ccc(C(C)C)cc1)/C=N/NC(=O)CCC(=O)Nc1ccc(Cl)cc1C	7
O=C(NCc1cccnc1)C1CCCCC1	4
CC(=O)c1cccc(CN2CCc3onc(-c4ccccc4F)c3C2)c1	0
CCOC(=O)N1CCN(c2c(N)cccc2Cl)CC1	11
c1csc(C2=NC(c3ccncc3)=Nc3ccccc3N2)c1	2
Cc1[nH]n(-c2ccccc2)c(=O)c1/C=N/NC(=O)c1ccoc1C	13
Cc1cc(N2CCN(c3cccc(C)c3C)CC2)n2cnnc2n1	-3
CCC1CN(C(=O)Nc2cc(Cl)ccc2C(=O)OC)c2ccccc2S1 (stereo unspecified)	-1
CCOc1cc(/C=C2/SC(=O)NC2=O)ccc1OCC(=O)OC	-2
CC1=NN(c2ccc(Br)cc2)C(=O)C1C=Nc1ccc(C(=O)O)cc1 (stereo unspecified)	0

Entries above that contain a thiophene ring, fused or not:
SMILES	ROC1-CUL1 inh
CCCOc1ccc(C2C(C(=O)c3cccs3)C(=O)C(=O)N2CCCN2CCOCC2)cc1 (stereo unspecified)	0
O=[N+]([O-])c1cc(-c2ccncn2)sc1[N+](=O)[O-]	41*
CC1Cc2cc(C(=O)C3C(=O)C(=O)N(CC4CCCO4)C3c3cccs3)ccc2O1 (stereo unspecified)	4
Cc1ccc(N(Cc2cccs2)C(=O)c2ccc(OC(C)C)cc2)cc1	-3
O=C(Cc1ccsc1)NC1CCCc2nc(-c3cccnc3)ncc21 (stereo unspecified)	0
COc1ccc(-c2cc(-c3ccccc3)nc3sc(C(N)=O)c(N)c23)cc1	-12
Cc1cc(C)c2c(NC(=O)CN3CCCCC3)c(C)sc2n1	-7
Cc1ccc(-n2nc(CO)c(C(=O)NCc3cccs3)n2)cc1C	2
CCOC(=O)c1c(NC(=O)c2ccc(C(=O)c3ccccc3)cc2)sc2c1CCCC2	-9
COC(=O)c1cc2sc(C)cc2n1CC(=O)Nc1ccc(C)cc1Cl	-6
Cc1ccc(C)c(Cn2c(=O)n(-c3ccc(F)cc3)c(=O)c3sc4ccccc4c32)c1	1
O=C(NCC(c1cccs1)S(=O)(=O)c1ccccc1)c1ccc(C(F)(F)F)cc1 (stereo unspecified)	-6
C=CCn1c(SCC(=O)Nc2cccc3ccccc23)nc2scc(-c3cccs3)c2c1=O	-2
NCc1cc(=O)[nH]c(-c2ccsc2)n1	5
Cc1cc(C(=O)Nc2sc(C(C)C)cc2C(N)=O)no1	7
O=c1c2c3c(sc2n(Cc2ccccc2F)c(=O)n1-c1ccc(Cl)cc1)CCCC3	3
COC(=O)c1c(NC(=O)c2cc(OC)c(OC)c(OC)c2Br)sc2c1CCC(C)C2 (stereo unspecified)	14&-4
c1csc(C2=NC(c3ccncc3)=Nc3ccccc3N2)c1	2

Assay outcomes as filed in PubChem.
